Vif-APOBEC3G blk: Vif-A3G binding inhibition | Q9HC16 | HeLa A3G-eYFP + Vif (tagged APOBEC3G with the HIV-1 protein that degrades it), YFP fluorescence, overnight | Potency, µM (doses to about 46.1 µM), without a hit: top-dose activity, negative = active, most hits filed as inhibitors | 410,000 tested, 0.076% active;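 note: % is set by controls: 0 for no effect and ±100 for the full control effect; nearly all actives have a fitted effect of over 60% in size; hits raise eYFP signal because A3G escapes Vif-driven loss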
Target sequence (Q9HC16 whole entry, looked up): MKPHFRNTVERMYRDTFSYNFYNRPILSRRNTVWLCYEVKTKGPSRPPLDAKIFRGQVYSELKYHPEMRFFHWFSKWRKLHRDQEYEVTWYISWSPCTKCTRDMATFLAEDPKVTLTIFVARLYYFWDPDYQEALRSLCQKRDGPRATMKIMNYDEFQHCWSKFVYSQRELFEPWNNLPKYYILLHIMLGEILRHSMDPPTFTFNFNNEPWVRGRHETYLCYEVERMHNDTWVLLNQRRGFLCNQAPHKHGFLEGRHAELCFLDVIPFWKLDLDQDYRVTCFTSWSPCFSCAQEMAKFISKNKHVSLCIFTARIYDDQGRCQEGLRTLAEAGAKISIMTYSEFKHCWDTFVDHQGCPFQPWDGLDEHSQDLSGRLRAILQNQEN
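Read-out is eYFP fluorescence (Ex 488/Em 500-530) from Vif-expressing HeLa A3G-eYFP cells; more signal means A3G escaped Vif-mediated degradation. Cells plated overnight, compound pinned in, incubated overnight at 37 deg C.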
TrxR1 substrate: substrates of rat thioredoxin reductase 1. purified TrxR1 substrate turnover, NADPH consumption readout. 390,000 tested, 0.01% active. Potency, µM (top dose mostly 114 µM), inactives show top-dose activity change, negative = substrate turnover; note: % is set by controls: 0 for no effect and ±100 for the full control effect; nearly all actives have a fitted effect of over 50% in size
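Rat TrxR1, dispensed at 90 nM, was prereduced with 400 uM NADPH (final) for 5 min at ~22 deg C, then incubated with compound 15 min before 400 uM selenite. A first-read NADPH fluorescence drop versus no-compound background flagged substrates.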
Vif-A3F inh: Vif-A3F binding inhibition. HeLa A3F-eYFP + Vif (tagged APOBEC3F with the HIV-1 protein that degrades it), YFP fluorescence increase. Potency, µM (doses to about 46.1 µM), inactives show at the top dose activity, negative = active. AID 602313. 390,000 tested, 0.2% active; note: % of control where 0% means no effect; nearly all actives have a fitted effect of over 65% in size
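HeLa cells stably expressing Vif plus C-terminally eYFP-tagged A3F were seeded, incubated overnight at 37 deg C, dosed with compound, incubated overnight again at 37 deg C. Yellow fluorescence (Ex 488/Em 500-530) reported blocked Vif-mediated A3F-eYFP degradation.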
USP1 inh: blocks the human USP1/UAF1 deubiquitinase complex; O94782; recombinant USP1/UAF1, Ub-Rhodamine cleavage fluorescence; Potency, µM (doses to about 57.1 µM), without a hit: top-dose activity change, negative = inhibition, actives largely listed as inhibitors; 390,000 tested, 0.23% active; note: % is set by controls: 0 for no effect and ±100 for the full control effect; nearly all actives have a fitted effect of over 60% in size; inactives centre near -12
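USP1/UAF1 complex at 1 nM was preincubated with compound for 15 min at room temperature, then Ub-Rho substrate (150nM final) was added. Fluorescence (480/540 nm) was read kinetically, 6 reads every 60 seconds.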
IDH1 R132H inh: human IDH1 R132H inhibition; O75874; IDH1-R132H enzyme, NADPH consumption, diaphorase/resazurin fluorescence; Potency, µM (series often up to 76.6 µM), for inactives: at the top dose activity change, negative = inhibition, hits mostly inhibitors; 390,000 tested, 0.093% active; note: % is set by controls: 0 for no effect and ±100 for the full control effect; nearly all actives have a fitted effect of over 65% in size
Target sequence (O75874 whole entry R132H, stated change not applied): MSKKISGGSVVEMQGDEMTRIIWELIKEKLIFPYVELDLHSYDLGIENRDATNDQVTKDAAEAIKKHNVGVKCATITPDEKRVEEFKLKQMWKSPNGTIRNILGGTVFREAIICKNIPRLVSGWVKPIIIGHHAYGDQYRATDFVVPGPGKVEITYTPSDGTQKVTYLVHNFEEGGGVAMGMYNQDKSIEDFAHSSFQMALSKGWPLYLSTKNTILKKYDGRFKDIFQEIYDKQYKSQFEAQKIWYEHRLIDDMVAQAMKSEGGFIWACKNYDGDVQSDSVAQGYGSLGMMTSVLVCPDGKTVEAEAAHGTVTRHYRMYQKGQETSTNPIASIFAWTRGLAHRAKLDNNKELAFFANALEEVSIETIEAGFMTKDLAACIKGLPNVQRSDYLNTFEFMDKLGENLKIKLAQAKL
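IDH1-R132H (0.5 ug/mL dispensed) in pH 7.5 Tris buffer was preincubated 30 min with compound, then given a substrate mix of 0.016 mM NADPH and 2 mM alpha-KG for 80 min at room temperature; remaining NADPH was read by diaphorase/resazurin fluorescence.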
rTrxR1 inhibitor: inhibitors of rat thioredoxin reductase 1 | recombinant rTrxR1, NADPH fluorescence consumption, selenite substrate | O89049 | Potency, µM (doses to about 114 µM), for inactives: top-dose activity change, negative = inhibition, usual class: inhibitors | 390,000 tested, 1% active | AID 588453; note: % is set by controls: 0 for no effect and ±100 for the full control effect; nearly all actives have a fitted effect of over 65% in size
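Rat TrxR1 (90 nM in the dispensed reagent) was pre-reduced with 400 uM NADPH for 5 min at room temperature, then incubated with compound for 15 min. After 400 uM selenite was added, NADPH fluorescence (Ex 340/Em 450 nm) was followed for 8 min.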
RXFP1 ag: RXFP1 (human) receptor agonism; Q9HBX9; Potency, µM (top dose mostly 57.5 µM), for inactives: top-dose activation, hits mostly activators; 370,000 tested, 0.3% active; HEK293T-RXFP1 cAMP TR-FRET, 30 min; response scale: percent of porcine relaxin response, buffer zero; note: % is set by controls: 0 for no effect and ±100 for the full control effect; nearly all actives have a fitted effect of over 60% in size; many of its hits are not listed in these tables
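Agonist response is measured as cAMP accumulation in an RXFP1-transfected HEK293T line under PDE4 inhibition. Values are scaled between buffer-only and 29 nM porcine relaxin, and EC50s come from standard Hill equation fits.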
RGS4 inhibitor: inhibitors of human regulator of G protein signaling 4; Potency, µM (titrated, usually from 114 µM), for the others: at the highest dose activity change, negative = inhibition, most hits filed as inhibitors; Transcreener GDP fluorescence polarization, RGS4-accelerated GTP hydrolysis; 390,000 tested, 0.039% active; note: % is set by controls: 0 for no effect and ±100 for the full control effect; nearly all actives have a fitted effect of over 75% in size; some results filed as inactive show a strong effect at the top dose
Target sequence (P49798 whole entry, looked up): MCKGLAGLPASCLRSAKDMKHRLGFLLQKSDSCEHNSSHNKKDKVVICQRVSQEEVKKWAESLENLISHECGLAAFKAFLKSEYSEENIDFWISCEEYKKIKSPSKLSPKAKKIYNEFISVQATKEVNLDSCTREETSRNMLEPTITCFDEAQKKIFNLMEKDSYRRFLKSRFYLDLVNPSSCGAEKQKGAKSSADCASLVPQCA
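MLSMR compounds (23 nl, pin-transferred) preincubated 10 min at room temperature with a 500nM (2x) first reagent, then RGS4 at 900nM (2x) plus Transcreener GDP mix added; fluorescence polarization (620/688 nm) read before and after 90 min at 30 °C.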
12-LOX inh: ALOX12 (human) lipoxygenase inhibition. 580,000 tested, 1.1% active. purified 12hLO, xylenol orange hydroperoxide absorbance. AID 1671190. Potency, µM (titrated, usually from 108 µM), for the others: at the highest dose activity change, negative = inhibition, most hits filed as inhibitors; note: % is set by controls: 0 for no effect and ±100 for the full control effect
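Hydroperoxide product was detected by ferrous iron/xylenol orange as the 573 to 405 nm absorbance ratio. Arachidonic acid at 40 uM (final) was turned over for 30 min at room temperature by 150 nM human 12hLO, pH 7.0 Hepes buffer, after 15 min compound preincubation.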
Active calls of the source: *; ? = inconclusive; / = no result given; [ ] = remark or other dose. Calls come from the whole dose curve; as a rule, active = well fitted curve in the direction sought with a large enough effect; inconclusive = small, poorly fitted or top-dose-only effect, or another doubt; inactive = no such curve, though single readings can be large; an effect the other way counts as inactive or inconclusive. Potency is the fitted concentration of half-maximal effect.

1: Cc1ccc2c(=O)c(C(=O)c3ccccc3)cn(CC(=O)Nc3ccccc3C)c2n1
2: COc1ccc(C(c2nnnn2CC2CCCO2)N2CCN(c3cccc(C)c3C)CC2)cc1 (stereo not given)
3: COc1cccc(N2CCN(C(=O)C3CCC(=O)N(C4CCCCCC4)C3)CC2)c1 (stereo not given)
4: COC(=O)c1c(C)oc2ccc(N(C(C)=O)S(=O)(=O)c3ccccc3)cc12
5: CC(C)Oc1cccc(C(=O)O)c1
6: COc1ccc(CN(C)C2CCCCC2)c(C)c1C
7: COC(=O)c1ccc(CO/N=C2\CCCc3nonc32)cc1
8: CCC(C(=O)NCCCc1ccccc1)c1ccccc1 (stereo not given)
9: CCc1noc(C)c1C(=O)Nc1nc2c(C)cc(C)cc2s1
10: Cn1c(=O)c2ncn(CC(=O)NCCOCc3ccccc3Cl)c2n(C)c1=O
Screen / compound no.,1,2,3,4,5,6,7,8,9,10
Vif-APOBEC3G blk,1%,3%,0%,-1%,3%,0%,-1%,-1%,-1%,1%
TrxR1 substrate,1%,9%[57.1 µM],5%,12%[0.0914 µM],3%[57.1 µM],9%,7%[57.1 µM],-8%,-11%,-8%
Vif-A3F inh,-29%,2%,?,5%,-1%,-6%,9%,-6%,-18%,-1%
USP1 inh,-9%,-16%,-7%,-19%,2%,-3%,-32%,-13%,-10%,-1%
IDH1 R132H inh,-18%,2%,8%,-3%,5%,-1%,0%,6%,0%,-8%
rTrxR1 inhibitor,22%,22%[57.1 µM],13%,-2%[57.1 µM],21%[57.1 µM],16%,14%,3%,-7%,1%
RXFP1 ag,?,2.5%,-3.8%,3.5%,1.0%,1.9%,-0.6%,0.3%,0.1%,6.1%
RGS4 inhibitor,-17%,-6%,19%,6%,-10%,-8%,2%,?,-6%,26%
12-LOX inh,-7%,?,-5%,-9%,-17%,6%,5%,3%,-17%,16%

As entered above:
compound 4 in RXFP1 ag shows 3.5%
compound 5 in TrxR1 substrate shows 3%[57.1 µM]
compound 10 in rTrxR1 inhibitor shows 1%
compound 9 in Vif-A3F inh shows -18%

Single records (already shown). Order of screens: Vif-APOBEC3G blk | TrxR1 substrate | Vif-A3F inh | USP1 inh | IDH1 R132H inh | rTrxR1 inhibitor | RXFP1 ag | RGS4 inhibitor | 12-LOX inh
COc1cccc(N2CCN(C(=O)C3CCC(=O)N(C4CCCCCC4)C3)CC2)c1 (stereo not given) is entered as 0% | 5% | ? | -7% | 8% | 13% | -3.8% | 19% | -5%
COc1ccc(C(c2nnnn2CC2CCCO2)N2CCN(c3cccc(C)c3C)CC2)cc1 (stereo not given) is entered as 3% | 9%[57.1 µM] | 2% | -16% | 2% | 22%[57.1 µM] | 2.5% | -6% | ?

Next section.
11: COc1ccc(CCn2c(N)c(C(=O)NCc3ccco3)c3nc4ccccc4nc32)cc1
12: Cc1noc(/C=C/N(C)C)c1S(=O)(=O)N1CCCC(C(=O)N2CCCCC2)C1 (stereo not given)
13: O=C(Cc1cccc2ccccc12)Nc1ccc2c(c1)C(=O)NC2=O
14: O=C(O)C1C2C=CC(C2)C1C(=O)OC1CC2CCC1C2 (stereo not given)
15: CCC(C(=O)OCC(=O)c1c(N)n(CC(C)C)c(=O)n(C)c1=O)c1ccccc1 (stereo not given)
16: S=c1nc[nH]c2c1ncn2C1CCCO1 (stereo not given)
17: COc1ccc2cc(C(N)=O)/c(=N\NC(=O)c3ccccc3)oc2c1
18: COc1cc(/C=C(\NC(=O)c2ccccc2)C(=O)NC(C(=O)O)c2ccccc2)cc(OC)c1OC (stereo not given)
19: Cc1ccc(/C=N/NC(=S)N2CCOCC2)cc1
20: Cc1ccc(-c2csc3nc(C)n(-n4c(C)ccc4C)c(=O)c23)o1
Screen / compound no.,11,12,13,14,15,16,17,18,19,20
Vif-APOBEC3G blk,-25%,1%,-7%,0%,1%,?,-15%,0%,-2%,-9%
TrxR1 substrate,109%[activator],8%[57.1 µM],4%[57.1 µM],8%,-16%,-6%,54%[activator],2%,-9%,-3%
Vif-A3F inh,4%,0%,1%,-1%,0%,-20%,-10%,2%,-4%,/
USP1 inh,-11%,-23%,0%,-4%,-23%,-18%,-14%,-14%,-14%,-22%
IDH1 R132H inh,-24%,8%,-5%,4%,4%,3%,-19%,-7%,-1%,7%
rTrxR1 inhibitor,-19%,6%[57.1 µM],11%[57.1 µM],13%,-12%,-23%,6%,2%,-29%,18µM*
RXFP1 ag,4.3%,-0.5%,-0.8%,3.6%,-1.4%,-1.3%,-2.3%,-1.2%,1.7%,4.3%
RGS4 inhibitor,?,6%,-15%,3%,-20%,?,-7%,3%,-40%,?
12-LOX inh,?,0%,-1%,-5%,9%,?,12%,-5%,?,2%

The last 2 compounds of the part before open the next one.
19: Cc1ccc(/C=N/NC(=S)N2CCOCC2)cc1
20: Cc1ccc(-c2csc3nc(C)n(-n4c(C)ccc4C)c(=O)c23)o1
21: CCN(C(=O)c1cc2c(s1)-c1c(C)cccc1OC2)c1ccccc1F
22: COc1ccccc1C(=O)NNC(=O)CCN1C(=O)/C(=C\c2ccccc2)SC1=S
23: CCOc1cc(CNn2cnnc2)cc(Br)c1OCC(=O)NC(C)(C)C
24: CCN(CC)S(=O)(=O)c1ccc2nc(NC(=O)c3cccnc3)sc2c1
25: CN(CC(=O)Nc1ccc(F)cc1)C(=O)Cc1ccsc1
26: CCc1nc2ccc(C(=O)NCc3ccc(N(C)C)cc3)cc2nc1CC
27: O=c1oc2ccccc2c(NCc2ccccc2F)c1[N+](=O)[O-]
28: Cc1cccc(OC(C)C(=O)Nc2nc(-c3ccncc3)cs2)c1 (stereo not given)
29: COCc1[nH]nc2c1C1(CCSCC1)C(C#N)=C(N)O2
30: O=C(Nc1nnc(C2CCCCC2)s1)c1ccco1
Screen / compound no.,19,20,21,22,23,24,25,26,27,28,29,30
Vif-APOBEC3G blk,-2%,-9%,7%,0%,9%,0%,1%,-1%,0%,-13%,3%,0%
TrxR1 substrate,-9%,-3%,70%[activator],5%[57.1 µM],5%,-2%[57.1 µM],-1%,-11%[57.1 µM],-8%,0%[57.1 µM],-4%,-4%[57.1 µM]
Vif-A3F inh,-4%,/,-11%,2%,-6%,7%,4%,3%,-9%,-9%,3%,-1%
USP1 inh,-14%,-22%,?,-14%,-16%,8%,-17%,?,0%,-6%,-9%,-15%
IDH1 R132H inh,-1%,7%,7%,0%,-6%,-7%,0%,0%,2%,-5%,0%,8%
rTrxR1 inhibitor,-29%,18µM*,103%[activator],7%,20%,13%[57.1 µM],19%,-7%[57.1 µM],4%[57.1 µM],5%[57.1 µM],14%,12%[57.1 µM]
RXFP1 ag,1.7%,4.3%,7.7%,0.8%,4.1%,-1.2%,0.1%,-2.0%,2.2%,-0.2%,-0.2%,-0.1%
RGS4 inhibitor,-40%,?,-1%,-39%,-24%,-21%,1%,22%,28%,-20%,-3%,22%
12-LOX inh,?,2%,9%,-4%,-11%,2%,-1%,-19%,0%,?,0%,0%

31: C=CCNC(=O)CN(c1ccccc1OCC)S(=O)(=O)c1ccc(C)cc1
32: CC1=CC2C(C3C=CC2(C)C(=O)C3(C)O)C(C)(O)C1=O (stereo not given)
33: COc1ccc(CNC(=O)CN2C(=O)CSc3ccc(S(=O)(=O)N(C)C)cc32)cc1
34: Cc1ccc(Nc2nc(-c3ccc(S(=O)(=O)N4CCCC4)cc3)cs2)cc1C
35: CCc1ccc(C2=NN(CCC(=O)NCCc3ccc(Cl)cc3)C(=O)CC2)cc1
36: CCSc1oc(-c2cccs2)nc1S(=O)(=O)c1ccc(Br)cc1
37: Cc1ccc(C(=O)OCC(=O)Nc2sc3c(c2C#N)CCCC3)cc1NC(=O)c1ccco1
38: O=C(COc1ccc(F)cc1)NN1C(=O)CSC1=S
39: CC(C)(C)n1nnnc1CN1CCC(NC(=O)NC2CCCCC2)CC1
Screen / compound no.,31,32,33,34,35,36,37,38,39
Vif-APOBEC3G blk,2%,0%,5%,2%,-11%,-6%,-4%,1%,0%
TrxR1 substrate,-1%,5%,3%[57.1 µM],17%,0%[57.1 µM],11%[2.29 µM],-1%,-10%[57.1 µM],-1%
Vif-A3F inh,0%,1%,0%,1%,-19%,2%,-3%,0%,6%
USP1 inh,1%,-10%,-23%,-14%,-6%,-20%,-15%,?,-24%
IDH1 R132H inh,-5%,2%,8%,5%,7%,-2%,4%,7%,3%
rTrxR1 inhibitor,-1%,9%,22%[57.1 µM],6%,-4%[57.1 µM],-10%,-2%,10%[57.1 µM],-4%
RXFP1 ag,-0.4%,/,6.1%,4.4%,3.2%,1.6%,1.4%,-1.1%,0.6%
RGS4 inhibitor,33%,7%,-22%,-48%,-16%,-35%,-5%,-15%,3%
12-LOX inh,-1%,1%,3%,-23%,?,?,35µM*,-20%,12%

Source: PubChem (National Center for Advancing Translational Sciences (NCATS))

This is a subset. The share of hits here may be higher or lower than overall.
